Screening data (PubChem)
PfHsp40 yeast – restores yeast growth despite PfHsp40 toxicity. S. cerevisiae expressing PfHsp40, growth rescue, ATP luminescence. growth rescue, % at 12.5 µM. 340,000 tested, 0.68% active. AID 504582; in the data active = growth rescue above about 28%, passing the limit was not always enough;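 note: yeast W303a lacking pdr1 and pdr3 grown in galactose medium; growth measured after three days at 30 °C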
BioA inh – blocks M. tuberculosis BioA enzyme activity | inhibition, % at 9.99 µM | purified M. tuberculosis BioA enzyme, plate reader | 360,000 tested, 0.096% active; in the data active = inhibition above about 40%
Mtb UGM inh – blocks M. tuberculosis UGM enzyme; P9WIQ1; purified UGM, fluorescence polarization probe displacement; inhibition, % at 10 µM; 320,000 tested, 0.06% active; in the data active = inhibition above about 10%, passing the limit was not always enough
FadD28 FP inh – M. tuberculosis FadD28 bisubstrate binding inhibition | FadD28 bisubstrate probe binding, fluorescence polarization | AID 588549 | inhibition, % at 12.5 µM | 360,000 tested, 0.22% active; in the data active = inhibition above about 8.5%, passing the limit was not always enough
GDH-TPI inh – inhibits GDH-TPI coupling enzymes, artifact for Mtb FBA screen; GDH-TPI coupled enzyme counterscreen, NADH absorbance; 360,000 tested, 1.2% active; inhibition, % at 4.8 µM; AID 588335; in the data active = inhibition above about 30%;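 note: 0% = DMSO wells and 100% = wells lacking the enzyme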
BoNT-A LC inh2 – blocks Botulinum neurotoxin A light chain protease | 360,000 tested, 0.17% active | multiplex microsphere protease substrate cleavage, flow cytometry | inhibition, % at 10 µM | AID 588499; note: plate controls were buffer without enzyme for full effect and enzyme alone for no effect
Anthrax LF prot – inhibitors of Bacillus anthracis lethal factor protease | inhibition, % at 10 µM | AID 588501 | multiplex microsphere protease cleavage assay, LF | 360,000 tested, 0.12% active; note: plate controls were buffer without enzyme for full effect and enzyme alone for no effect
Target sequence (P15917 whole entry, looked up): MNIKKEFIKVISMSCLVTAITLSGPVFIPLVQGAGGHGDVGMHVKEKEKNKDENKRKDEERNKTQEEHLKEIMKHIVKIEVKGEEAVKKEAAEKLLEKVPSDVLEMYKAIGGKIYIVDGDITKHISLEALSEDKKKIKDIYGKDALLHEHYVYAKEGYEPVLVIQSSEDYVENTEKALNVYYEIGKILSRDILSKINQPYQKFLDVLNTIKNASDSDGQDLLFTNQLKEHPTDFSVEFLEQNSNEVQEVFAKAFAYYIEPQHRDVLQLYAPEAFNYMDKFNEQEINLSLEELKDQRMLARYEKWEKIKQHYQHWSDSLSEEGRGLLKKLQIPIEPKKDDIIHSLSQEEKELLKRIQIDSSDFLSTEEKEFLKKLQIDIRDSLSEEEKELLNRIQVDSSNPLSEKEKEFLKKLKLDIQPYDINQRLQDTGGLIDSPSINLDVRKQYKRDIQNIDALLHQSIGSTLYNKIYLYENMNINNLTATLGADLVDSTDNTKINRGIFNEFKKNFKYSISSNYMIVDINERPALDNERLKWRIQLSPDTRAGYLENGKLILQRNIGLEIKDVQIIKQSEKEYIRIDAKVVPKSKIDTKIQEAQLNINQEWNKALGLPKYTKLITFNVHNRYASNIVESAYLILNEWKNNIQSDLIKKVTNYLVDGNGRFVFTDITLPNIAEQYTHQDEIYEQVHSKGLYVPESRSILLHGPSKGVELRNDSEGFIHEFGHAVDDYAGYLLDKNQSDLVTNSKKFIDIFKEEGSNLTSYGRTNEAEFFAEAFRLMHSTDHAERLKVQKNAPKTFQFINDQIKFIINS
FBA Mtb inh – inhibitors of M. tuberculosis fructose-bisphosphate aldolase; P9WQA3; purified M. tuberculosis FBA, fluorescence read-out; inhibition, % at 1 µM; 360,000 tested, 2.3% active; AID 588726; in the data active = inhibition above about 27%;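 note: 0% = vehicle and 100% = reference inhibitor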
BoNT F protease – blocks Botulinum neurotoxin F light chain protease | Multiplex microsphere protease cleavage assay, flow cytometry | inhibition, % at 10 µM | 360,000 tested, 0.22% active | AID 588497; in the data active = inhibition above about 35%, passing the limit was not always enough; note: plate controls were buffer without enzyme for full effect and enzyme alone for no effect
The depositor's hits bear a star; x = not tested or not shown. Cut-off read from the data, not from the text of the source, unless noted: active = inhibition above about 30%; inconclusive = no clear call, values can overlap the other calls; inactive = below that. An unsorted share of the library; about 4.7% have a hit in one of these screens.

SMILES	PfHsp40 yeast	BioA inh	Mtb UGM inh	FadD28 FP inh	GDH-TPI inh	BoNT-A LC inh2	Anthrax LF prot	FBA Mtb inh	BoNT F protease
O=C(NCCOc1ccccc1)c1ncn[nH]1	6.6	0.5	1.8	-2.5	-2	1.4	2	-4	12
Cc1ccc(-c2nsc3c(N4CCC(C(N)=O)CC4)ncnc23)cc1	-0.5	-1.3	5.3	-3.5	8	1.2	0	1	4
CCC(=O)N1CCc2cc(Br)cc(S(=O)(=O)N3CCN(C(=O)c4ccco4)CC3)c21	-0.9	1.5	1.4	0.8	-7	1.1	-5	4	2
CC(C)[C@H](NC(=O)c1ccccc1)C(=O)NCCc1ccccc1	1.2	-1.1	-0.5	0.1	-5	-1.1	2	1	2
Cc1cccc2nc(CSc3nc4ccccc4[nH]3)cn12	0.7	x	1.9	-0.9	4	0.2	1	1	0
CCOc1ccc2nc(/N=C/c3nc(-c4ccccc4)oc3O)sc2c1	-1.3	x	0.2	3.5	4	0.4	-2	-1	3
CCOc1ccc(S(=O)(=O)N2CCN(C(=O)c3ccco3)CC2)cc1	-0.8	1.2	0.4	-2.5	-4	-3.1	-3	-1	4
Cc1cc(C)c(NC(=O)CSc2nc3ccccc3c(=O)n2CCCN2CCOCC2)c(C)c1	-0.6	-0.3	-2.1	-0.2	5	-1.2	-1	0	1
CC(=O)Nc1ccc(NC(=O)CCn2c(=S)oc3ccccc32)cc1	-0.7	x	3.7	-1.6	2	-0.2	0	-2	-6
Cc1ccccc1CO/N=C/c1[nH]ncc1Br	-0.2	1.5	-2.2	-1.3	1	x	x	-1	x
CCOC(=O)c1c2ccccc2[n+]([O-])n1[C@@H](C)C(N)=O	0.8	-1.4	1.9	1.2	12	-0.2	4	-1	-4
COc1ccc(/C=C2\SC(=S)N(CC(=O)NNC(=O)c3ccncc3)C2=O)cc1	-0.9	x	0.8	-0.3	9	0.0	2	2	-3
CCN(C(=O)CSc1nc2ccccc2n1C)C1CCS(=O)(=O)C1 (stereo unspecified)	-0.1	-0.9	2.1	x	-3	-1.9	-5	-3	-3
Cc1ccccc1N(C(=O)Cc1cccs1)C(C(=O)NC1CCCCC1)c1cn(C)nc1C (stereo unspecified)	0.2	-1.2	0.1	0.1	5	0.0	1	-1	-6
O=C(CC1CCCCC1)NCc1ccc(Cl)cc1	0.0	-0.2	3.7	-0.9	-4	x	x	0	x
CCNc1ccc(Br)cc(C(=O)/C=C/c2ccccc2Cl)c1=O	1.2	-0.3	0.5	-2.0	-3	52*	45*	-2	19
Cc1nn(-c2ccccn2)c2c1C(c1ccncc1)C1=C(CC(C)(C)CC1=O)N2 (stereo unspecified)	0.7	x	0.4	-5.8	1	0.4	-3	26	7
CN(C)S(=O)(=O)N1CCC(n2nccc2NC(=O)CCCc2ccccc2)CC1	0.8	-1.2	2.7	-4.4	-7	-2.0	-3	-9	-2
CCN(CC(=O)Nc1c(F)cccc1F)C(=O)CCC(=O)c1ccc(F)cc1	-0.7	x	-2.8	-2.5	-4	-1.3	-6	-1	1
O=C(NCCN1CCOCC1)c1ccc2c(c1)N(Cc1ccc(Cl)cc1)CCS2	-0.2	3.0	3.3	0.8	11	0.5	0	32*	2

Ordered by SMILES length (falling): 5 of the compounds above
SMILES	PfHsp40 yeast	BioA inh	Mtb UGM inh	FadD28 FP inh	GDH-TPI inh	BoNT-A LC inh2	Anthrax LF prot	FBA Mtb inh	BoNT F protease
O=C(NCCN1CCOCC1)c1ccc2c(c1)N(Cc1ccc(Cl)cc1)CCS2	-0.2	3.0	3.3	0.8	11	0.5	0	32*	2
CCOC(=O)c1c2ccccc2[n+]([O-])n1[C@@H](C)C(N)=O	0.8	-1.4	1.9	1.2	12	-0.2	4	-1	-4
CCOc1ccc(S(=O)(=O)N2CCN(C(=O)c3ccco3)CC2)cc1	-0.8	1.2	0.4	-2.5	-4	-3.1	-3	-1	4
CC(=O)Nc1ccc(NC(=O)CCn2c(=S)oc3ccccc32)cc1	-0.7	x	3.7	-1.6	2	-0.2	0	-2	-6
O=C(NCCOc1ccccc1)c1ncn[nH]1	6.6	0.5	1.8	-2.5	-2	1.4	2	-4	12

(further entries)
SMILES	PfHsp40 yeast	BioA inh	Mtb UGM inh	FadD28 FP inh	GDH-TPI inh	BoNT-A LC inh2	Anthrax LF prot	FBA Mtb inh	BoNT F protease
COc1ccccc1C(=O)Nc1ccc(OCC(=O)N2C(C)CCCC2C)cc1 (stereo unspecified)	2.0	-0.6	1.3	-0.5	-5	0.8	0	-2	-2
COc1cc(/C=C/C(=O)OCC(=O)NCc2ccc3c(c2)OCO3)cc(OC)c1OC	-1.4	-0.8	-2.4	-6.1	2	2.1	3	5	-4
Cc1cc2cc(CN(CC3CCCO3)C(=O)c3cnccn3)c(=O)[nH]c2cc1C (stereo unspecified)	-0.3	-0.2	-0.7	-1.6	18	-0.3	-5	3	-16
Nc1nnnn1/N=C/c1ccccc1OCc1ccccc1	3.3	-1.9	1.2	-7.2	10	0.2	-4	1	-4
CCOC(=O)c1ccc(NC(=O)c2nccnc2C(=O)O)cc1	-1.3	0.1	6.7	-0.5	18	-1.0	-17	4	-10
CCCNC(=S)NC1CC2CCCC(C1)N2Cc1ccccc1OC (stereo unspecified)	x	-0.6	x	-0.9	9	-0.1	1	-4	-6
Cc1ccccc1NC(=O)Cc1nc(COC(=O)CSc2ccc(F)cc2)cs1	x	-0.2	x	-1.5	-1	0.0	-3	-3	-3
CCCNC(=O)c1ccc(COc2ccc(C)cc2)o1	2.5	0.6	-0.4	-1.2	-5	0.3	21	2	12
COc1ccc(CC(=O)NCc2ccc3c(c2)cc(C)n3C)cc1OC	0.2	x	2.7	2.0	4	51*	10	2	-25
CC1(c2nnc(-c3ccc(Cl)cc3)o2)CC(c2ccc(Cl)cc2)=NO1 (stereo unspecified)	1.5	-4.7	-1.9	1.9	19	-0.5	6	3	-5
COc1ccc(S(=O)(=O)N2CCCOC2CNC(=O)C(=O)NCCc2ccco2)cc1 (stereo unspecified)	0.1	-0.1	-0.1	0.5	-4	0.7	3	3	-4
O=C1CCCCCCC1Sc1ccccc1[N+](=O)[O-] (stereo unspecified)	-0.3	0.7	x	-0.6	-5	0.8	6	2	15
COc1ccc(C2(C)NC(=O)NC2=O)cc1OC (stereo unspecified)	-1.1	x	0.9	-0.5	1	0.1	8	4	6
CSCCC(NC(=O)c1cccc(S(=O)(=O)N2CCN(C(C)=O)CC2)c1)c1nc2ccccc2[nH]1 (stereo unspecified)	-0.2	2.8	x	-1.7	13	-0.5	-10	1	-8
O=C(COC(=O)CNC(=O)c1ccccc1)NC12CC3CC(CC(C3)C1)C2	x	-1.6	x	-0.6	-4	-0.4	-6	1	5
CC(=O)OC1(C)CC(C)C(=O)C(C(O)CC2CC(=O)NC(=O)C2)C1 (stereo unspecified)	12	1.7	x	0.1	3	-0.3	-7	2	-2
Cc1ccc2[nH]c(CSc3ccccc3)cc(=O)c2c1	0.4	-2.5	-0.2	-1.5	15	-1.1	-2	1	3
NC(Cc1ccccc1)c1csc(Nc2nncc3ccccc23)n1 (stereo unspecified)	x	-2.8	x	-11	4	0.6	-6	1	-18
O=C(NC(=S)Nc1ccc(Br)cc1)C1CCCCC1	-0.4	0.8	-1.4	-4.1	-1	0.6	-5	3	-2
CC(C)(C)C(=O)n1nc(-c2ccccc2)oc1=O	3.3	x	-1.8	-0.8	4	-0.2	1	10	-3
Cc1c(C(=O)NCc2ccc(Cl)c(Cl)c2)sc(=O)n1Cc1ccc(S(=O)(=O)N(C)C)cc1	x	0.8	x	-7.7	-7	0.1	-2	2	-3
O=C(CSc1nnc(-c2ccc(S(=O)(=O)N3CCCC3)cc2)n1CC1CCCO1)NC1CC1 (stereo unspecified)	-0.3	-1.3	0.7	-3.1	4	-0.8	4	4	-4
O=S(=O)(NC1CCCCC1N1CCN(c2cccc(Cl)c2)CC1)c1ccccc1 (stereo unspecified)	1.2	-0.8	-1.9	-1.1	4	-2.7	-4	1	4
Cc1ncc(C23CC4CC(CC(C4)C2)C3)[nH]1	-0.4	-0.2	-0.3	-4.0	-11	-0.5	1	-3	-2
COC(=O)c1cn(-c2cccc(C)n2)cn1	0.1	x	0.1	-1.6	3	-0.5	-3	5	-5
COc1ccc(OC)c(C2=NOC(C(=O)Nc3cccnc3)C2)c1 (stereo unspecified)	0.0	15	-2.0	-2.4	6	0.1	2	4	3
COc1cccc(-c2ncc3ccccc3c2COC(=O)c2ccc(F)cc2)c1	1.4	-0.2	-1.1	-1.6	10	0.2	1	2	1
COc1ccc([N+](=O)[O-])cc1NC(=O)c1ccc(-n2nc(C)cc2C)cc1	0.2	x	-1.3	-1.8	10	0.1	-1	4	8
O=C1CN(C(=O)COC(=O)CNS(=O)(=O)/C=C/c2ccccc2)c2ccccc2N1	0.0	x	1.5	-5.9	-5	-0.4	-6	-2	4
C=CCn1c(-c2cc(Cl)ccc2OC)n[nH]c1=S	-1.4	x	0.9	-4.1	-4	0.1	1	2	2
Cc1sc(NC(=O)c2ccc3ncsc3c2)c(C(N)=O)c1C	0.8	-1.0	-2.1	-2.6	18	1.0	0	-3	3
O=C(N/N=C/c1ccc(-c2ccccc2)o1)c1ccccc1O	2.2	x	3.2	-2.1	29	-0.4	-1	-1	-6
O=C(OCc1nc2ccc(Cl)cc2n1CCO)c1ccccc1	0.4	x	-3.0	-0.3	-5	3.4	-1	-3	-12
CCn1cc(C(=O)NC(C)C)c(=O)c2cc(F)c(N3CCN(C(=O)c4ccco4)CC3)cc21	-1.9	x	-0.5	-4.3	7	1.0	-2	55*	10
OCCN=c1cc(-c2ccccc2)oc2ccc(Cl)cc12	-0.1	1.1	-1.2	-1.1	40*	0.3	2	2	2
CCn1ccnc1CN(C)Cc1nc(-c2ccc3c(c2)OCO3)no1	-1.7	x	1.8	-2.9	-11	-0.8	-6	0	2
C=CCN1CCN(C(c2cc(OC)ccc2OC)c2nnnn2CC2CCCO2)CC1 (stereo unspecified)	0.5	-0.6	2.1	-4.6	-2	0.6	-1	1	3
COc1cc(OC)c(OC)cc1/C=C(\C#N)C(=O)NCc1cccs1	0.4	-0.2	-4.0	-0.3	-1	1.2	-2	-1	6
Cc1ccn2c(=O)c(C(=O)O)cnc2c1	0.5	-1.2	2.5	0.0	34*	-0.7	-2	92*	-6
CCN(CC(=O)NCc1ccc(Cl)cc1)C(=O)NCc1ccc(Cl)cc1	0.8	0.1	-0.1	-1.9	5	-2.9	-3	-1	-10
COc1ccc(C(c2nnnn2-c2ccc(OC)cc2)N2CCC3(CC2)C(=O)NCN3c2ccccc2)cc1 (stereo unspecified)	x	-4.1	x	-3.7	x	-0.1	-6	-2	-6
Cc1cccc(NC(=O)c2cc(-c3ccc(C)s3)nc3ccccc23)n1	0.3	-1.6	1.3	-2.1	6	16	5	22	4
C=CCn1c(Cc2csc(N)n2)nnc1SCC(=O)Nc1ccc(C(=O)OCC)cc1	0.7	-0.6	-1.1	-2.4	2	-1.2	1	2	-11
Cc1ccc(CSc2nc3[nH]ncc3c(=O)[nH]2)cc1	-2.0	x	3.1	-1.3	4	-0.5	-1	-2	-4
Cc1ccc(NS(=O)(=O)c2ccccc2)c([N+](=O)[O-])c1	-2.2	-3.2	x	-2.9	6	-0.4	-6	0	4
COC(=O)C[C@H]1c2cc(C(F)(F)F)ccc2S(=O)(=O)N1C(C)(C)C	-1.9	1.4	-0.4	0.7	0	0.2	-8	1	1
C=CCn1c(C2CC2)n[nH]c1=S	-0.8	x	-1.7	-0.2	4	-0.6	0	1	-7
CCc1ccc2[nH]c(=O)c(CN(Cc3ccc(OC)cc3)Cc3nnnn3CCOC)cc2c1	-0.8	-1.0	x	-2.2	13	0.8	-4	15	-10
Cc1ccc2cc([N+](=O)[O-])ccc2n1	-2.1	-0.7	1.3	0.2	3	0.2	-2	1	-4
CC(C)CNC(=O)C1c2ccccc2Oc2ccccc21	3.1	x	-0.1	0.3	-2	-1.6	-1	1	2
